F508del corr – F508del CFTR correction, initial screen, CFBE line, single point; activity (quench increase), % at 7.58 µM; 350,000 tested, 0.36% active; AID 720511, 2013; CFBE cells, YFP halide quenching; stimulated with forskolin plus potentiator P3; % fluorescence drop versus neutral controls;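 active means mean added fluorescence quench of at least 8% versus neutral control, with both replicates also reaching 8%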;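 further: cells transiently co-express mutant CFTR-F508del with the halide-sensitive YFP; corrector assay measuring rescue of mutant channel to the surface after 24 h compound exposure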
PglD inh – C. jejuni PglD acetyltransferase inhibitors, primary screen, biochemical, DTNB colorimetric, single point; 360,000 tested, 0.098% active; UDP-N-acetylbacillosamine N-acetyltransferase PglD (Campylobacter jejuni); inhibition, % at 12.5 µM; purified PglD enzyme, DTNB colorimetric CoA detection; in the data active means inhibition above about 16%, passing the limit was not always enough; further: strong numbers were not always called active
C2C12 statin – suppressors of statin myotoxicity in C2C12 myotubes, primary screen, cell-based, single point, plate reader; rescue of ATP level, % at 7.49 µM; C2C12 myotubes + simvastatin, ATP luminescence, 48 h; scaled: DMSO 0, geranylgeraniol control 100; AID 602340, 2012; 330,000 tested, 0.78% active;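 active means mean ATP rescue above about 67%, or every replicate alone reaching that limit, limit read from the data, passing the limit was not always enough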;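 further: myotubes were challenged with 10 µM simvastatin during compound exposure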
FN deposit inh – inhibitors of fibronectin matrix deposition, primary screen, AH1F cells, Alexa488-fibronectin fluorescence, plate reader | AH1F fibroblasts, overnight | inhibition, % at 12.6 µM | 350,000 tested, 0.086% active | AID 743247, 2014;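 active means mean inhibition across replicates of 30% or more, regardless of how many single replicates reach that level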;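 further: positive control wells lacked labelled fibronectin entirely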
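Assay system: AH1F fibroblast monolayer, labelled fibronectin deposition. Amount: 10000 cells per well. Also added: labelled fibronectin 24 nM. Compound: single-point pinned compound. Incubation: cell attachment 1 h, compound and FN exposure overnight. Detection: fluorescence after three HBSS washes, excitation 485 nm, emission 525 nm. Read-out: inhibition of fibronectin deposition signal.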
PGC1a acetyl inh – inhibitors of PGC1a acetylation signal, primary screen, cell-based, U2OS, AlphaScreen, inhibitor mode | AlphaScreen anti-acetyl-lysine; with virally co-expressed GCN5 acetyltransferase | inhibition, % at 15.6 µM | 350,000 tested, 0.17% active;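 active means every replicate shows inhibition of at least 40%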;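 further: 0% = neutral control wells and 100% = positive control wells; some results beyond the cut were filed as inactive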
GSIS activator – GLuc luminescence reporter in INS-1E cells, primary screen for activators of glucose-dependent secretion of insulin; 370,000 tested, 0.61% active; INS-1E GLuc reporter insulin secretion, 2-3 h; activation, % at 16.6 µM;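 active means lowest replicate activation of at least 40%, so every replicate reaches that level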;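 further: 0% = median of neutral control wells and 100% = median of IBMX positive control wells; some compounds called inactive have numbers as strong as hits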
miR122 inh – miR-122 Renilla sensor signal increase in Huh7, primary screen, miR-122 inhibitor project, cell-based, single point, plate reader | Huh7 miR-122 Renilla luciferase sensor, 48 h; neutral wells = 0, positive control = 100 | activation (reporter increase), % at 12.5 µM | 340,000 tested, 0.3% active | AID 602342, 2012;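 active means mean replicate activation score at least 90 and every replicate individually at or above 90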;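 further: higher luciferase means less miR-122 activity so hits act as miR-122 inhibitors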
Cneo AK release – Cryptococcus neoformans cell lysis inducers, primary screen, AK release luminescence, single concentration; C. neoformans lysis, adenylate kinase release luminescence, 4 h; normalised: neutral wells 0, clomiphene wells 100; lysis activity, % at 15 µM; 360,000 tested, 0.2% active; AID 651654, 2012;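 active means mean lysis activity across replicates of at least 80%, whatever share of replicates individually reach that level; inactive means mean lysis activity below 80%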
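Material: C. neoformans cells | Amount: Yeast cell density of 5 × 10^6 cells/mL | Medium: Fresh YPD growth medium | Dosing: Single dose | Times: Static 4 h at 37 °C with compound, 1 h detection | Detection: AK luminescence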
Numbers without * were called inactive; [ ] = dose if it differs, or a comment. Compounds as they come; any-hit rate near 2.1%.

For COc1ccc(C#Cc2ccc3c(c2)[C@]2(C(=O)N3)[C@H](C(=O)N3CCCCCCC3)[C@H]3C(=O)O[C@H](c4ccccc4)[C@H](c4ccccc4)N3[C@@H]2c2ccccc2OCCO)cc1 the results were F508del corr -0.9, PglD inh 4, PGC1a acetyl inh 20 and Cneo AK release -4.
For COc1ccc(C(=O)Nc2cc3c(cc2C#N)OCO3)cc1S(=O)(=O)N1CCN(C)CC1 the results were F508del corr 2.9, PglD inh -3, C2C12 statin -4, FN deposit inh 2, PGC1a acetyl inh -3, GSIS activator -4, miR122 inh -3 and Cneo AK release 0.
`Cc1cc(C)cc(N(CC(=O)O)S(=O)(=O)c2c(C)noc2C)c1` gave F508del corr -1.7, PglD inh 1, C2C12 statin 2, PGC1a acetyl inh 0, GSIS activator 11, miR122 inh -3 and Cneo AK release -2.
Screening COc1ccc(N2CCN(Cc3cc(=O)oc4cc(C)c(Cl)cc34)CC2)cc1 returned PglD inh 5, C2C12 statin -12, PGC1a acetyl inh 0, miR122 inh 7 and Cneo AK release 5.
For CC(C)Oc1ccc(C(CC(=O)N(C)CCC#N)c2ccc(F)cc2)cc1 (stereo unspecified) the results were PglD inh 2, FN deposit inh -1, GSIS activator -13, miR122 inh 4 and Cneo AK release -1.
CCCCC(=NCCc1c(C)[nH]c2ccc(OC)cc12)C1=C(O)CC(c2ccccc2)CC1=O (stereo unspecified) was read as F508del corr 11*, FN deposit inh 11, PGC1a acetyl inh 13 and GSIS activator -6.
Screening Cn1c(Cc2ccc3c(c2)OCO3)nnc1SCC(=O)N1CCc2ccccc2C1 returned PglD inh 2, C2C12 statin 15, FN deposit inh 5, PGC1a acetyl inh -13, miR122 inh -2 and Cneo AK release 0.
`O=C(Cc1ccc(F)cc1)Nc1cc(S(=O)(=O)N2CCOCC2)ccc1N1CCCCC1` gave F508del corr 3.7, PglD inh -1, C2C12 statin 3, FN deposit inh -6, PGC1a acetyl inh -12, miR122 inh 8 and Cneo AK release 2.
CC(=O)Nc1ccc(S(=O)(=O)NC2(C(F)(F)F)NC(=O)N(C3CCCCC3)C2=O)cc1 (stereo unspecified) was read as PglD inh -2, C2C12 statin -17, FN deposit inh 1, PGC1a acetyl inh 1, GSIS activator -8, miR122 inh -3 and Cneo AK release 2.
CCCCn1c(=O)[nH]c(=O)c2c1nc(-c1ccccc1F)n2Cc1ccccc1 was read as F508del corr 0.1, FN deposit inh 3, PGC1a acetyl inh 6 and GSIS activator -6.
Screening Cc1cc(C(=O)NCC(c2cccs2)N2CCOCC2)ccc1[N+](=O)[O-] (stereo unspecified) returned F508del corr -4.6, PglD inh -5, C2C12 statin -7, GSIS activator -8, miR122 inh 2 and Cneo AK release 0.
For C/C=C/c1cnc2c(c1)C(=O)N([C@H](C)CO)C[C@H](C)[C@@H](CN(C)S(=O)(=O)c1ccccc1)O2 the results were F508del corr 0.6, PglD inh 1, C2C12 statin -35, FN deposit inh 0, PGC1a acetyl inh 7, GSIS activator -16, miR122 inh 10[16.7 µM] and Cneo AK release 1.
Screening CCOC(=O)/C(C#N)=C/Nc1ccccc1OC returned PglD inh 0, C2C12 statin -1, PGC1a acetyl inh -12, miR122 inh 5 and Cneo AK release -1.
Screening CCc1nc2c(OCCC3CCCCC3)cccn2c1N(C)C(=O)c1ccncc1 returned F508del corr -0.7, PglD inh -3, C2C12 statin -6, FN deposit inh 5, PGC1a acetyl inh 6, miR122 inh -7 and Cneo AK release 1.
Screening COc1cc(C(=O)COC(=O)c2ccco2)cc(OC)c1OC returned F508del corr 4.1, PglD inh 0, C2C12 statin 6, FN deposit inh -8, PGC1a acetyl inh -3, GSIS activator 10, miR122 inh -3 and Cneo AK release 0.
CC(=O)Nc1ccc2c(c1)Cc1cc(N3C(=O)C=CC3=O)ccc1-2 was read as F508del corr -4.9, PglD inh 1, C2C12 statin -40, FN deposit inh 4, PGC1a acetyl inh 11, GSIS activator 39, miR122 inh 0 and Cneo AK release 1.
`CCC(C)c1ccccc1OCC(=O)NN1C(=O)c2ccccc2C1=O` (stereo unspecified) gave F508del corr 1.1, PglD inh -20, C2C12 statin 6, FN deposit inh 1, PGC1a acetyl inh 1, GSIS activator -32, miR122 inh -3 and Cneo AK release 2.
`C[C@@H]1CN([C@H](C)CO)C(=O)c2cc(NC(=O)Cc3cn(C)c4ccccc34)ccc2O[C@@H]1CN(C)Cc1ccc(C(=O)O)cc1` gave F508del corr 1.8, PglD inh 0, C2C12 statin 7, PGC1a acetyl inh 3, GSIS activator 16, miR122 inh -1[16.7 µM] and Cneo AK release -4.
CC(=O)n1c2ccccc2c2nc(NC(C)C)sc21 was read as PglD inh 7, C2C12 statin 7, FN deposit inh -15, PGC1a acetyl inh -4, miR122 inh 2 and Cneo AK release 8.
CCOC(=O)C1CCCN(Cc2nc(N)nc(Nc3ccc(C)cc3)n2)C1 (stereo unspecified) was read as PglD inh -7, C2C12 statin 0, FN deposit inh -4, PGC1a acetyl inh -9, miR122 inh 0 and Cneo AK release 4.
For Cc1cccc(S(=O)(=O)N2CC[C@H]3[C@@H](CO)N(C)c4ccc(-c5ccc(C#N)cc5)cc4[C@H]32)c1 the results were F508del corr 2.7, PglD inh 0, C2C12 statin -20, FN deposit inh 4, PGC1a acetyl inh -4, GSIS activator 17, miR122 inh 1[16.7 µM] and Cneo AK release -6.
For CC(C)NC(=O)N(O)C1N(C(C)C)C(=O)N(Cc2ccc3c(c2)OCO3)C1(C)C (stereo unspecified) the results were F508del corr -0.1, PglD inh 0, C2C12 statin 2, FN deposit inh 0, PGC1a acetyl inh -10, GSIS activator 11, miR122 inh 2 and Cneo AK release -1.
`C[C@H]1CN([C@@H](C)CO)S(=O)(=O)c2ccc(C#Cc3cccc(F)c3)cc2O[C@H]1CN(C)CC1CC1` gave F508del corr -0.4, PglD inh 3, C2C12 statin -3, FN deposit inh -2, PGC1a acetyl inh -7, GSIS activator 11, miR122 inh 1[16.7 µM] and Cneo AK release 40.
Screening C[C@@H]1CN([C@@H](C)CO)C(=O)c2cc(N(C)C)ccc2O[C@@H]1CN(C)S(=O)(=O)c1ccc(F)cc1 returned F508del corr -0.5, PglD inh 8, C2C12 statin 9, FN deposit inh -11, PGC1a acetyl inh 6, GSIS activator -1, miR122 inh -2[16.7 µM] and Cneo AK release 0.
COc1ccc(-c2c(-c3cc(OC)cc(OC)c3)n(C)c3ccc(-c4cnc(OC)nc4)cc23)cc1 was read as F508del corr 1.1, PglD inh 3, C2C12 statin 4, FN deposit inh 14, GSIS activator 8, miR122 inh 0 and Cneo AK release -1.
For CCCNC(=O)Nc1ccc2c(c1)C(=O)N(C)[C@@H]1CC[C@H](CC(=O)NC3CCC3)O[C@H]1CO2 the results were F508del corr -1.2, PglD inh -1, C2C12 statin 25, FN deposit inh -9, PGC1a acetyl inh 0, GSIS activator 3, miR122 inh 21[16.7 µM] and Cneo AK release 5.
Screening COc1ccc([C@H]2C[C@@H](O)[C@H](n3cc(COC(=O)c4ccccc4)nn3)CN2C(=O)C2CCCCC2)cc1 returned F508del corr 0.9, PglD inh 6, C2C12 statin -2, FN deposit inh -5, PGC1a acetyl inh -38, GSIS activator -16, miR122 inh -7 and Cneo AK release -5.
`C[C@H]1CCCCO[C@@H](CN(C)C(=O)Nc2ccc(C(F)(F)F)cc2)[C@@H](C)CN([C@@H](C)CO)C(=O)c2cc(NC(=O)c3ccncc3)ccc2O1` gave F508del corr 3.1, PglD inh -1, FN deposit inh -4, PGC1a acetyl inh -6, GSIS activator -4, miR122 inh 17[16.7 µM] and Cneo AK release -12.
Screening C[C@@H]1CN([C@@H](C)CO)C(=O)c2cccc(NC(=O)C3CCCCC3)c2O[C@H]1CN(C)Cc1ccccc1 returned F508del corr -0.2, PglD inh 2, C2C12 statin -22, GSIS activator -12, miR122 inh 3[16.7 µM] and Cneo AK release -2.
Screening O=C(NC1CC2CCC1C2)C1COc2ccccc2O1 (stereo unspecified) returned PglD inh -5, C2C12 statin -4, FN deposit inh 12, PGC1a acetyl inh 6, miR122 inh -2 and Cneo AK release -3.

Pulled by structure from the entries so far, 3 records:
`C[C@H]1CN([C@@H](C)CO)S(=O)(=O)c2ccc(C#Cc3cccc(F)c3)cc2O[C@H]1CN(C)CC1CC1` gave F508del corr -0.4, PglD inh 3, C2C12 statin -3, FN deposit inh -2, PGC1a acetyl inh -7, GSIS activator 11, miR122 inh 1[16.7 µM] and Cneo AK release 40.
For Cc1cccc(S(=O)(=O)N2CC[C@H]3[C@@H](CO)N(C)c4ccc(-c5ccc(C#N)cc5)cc4[C@H]32)c1 the results were F508del corr 2.7, PglD inh 0, C2C12 statin -20, FN deposit inh 4, PGC1a acetyl inh -4, GSIS activator 17, miR122 inh 1[16.7 µM] and Cneo AK release -6.
Screening COc1ccc([C@H]2C[C@@H](O)[C@H](n3cc(COC(=O)c4ccccc4)nn3)CN2C(=O)C2CCCCC2)cc1 returned F508del corr 0.9, PglD inh 6, C2C12 statin -2, FN deposit inh -5, PGC1a acetyl inh -38, GSIS activator -16, miR122 inh -7 and Cneo AK release -5.

The results go on.
Screening COC(=O)CCc1c(COC(C)=O)[nH]c(C(=O)OCc2ccccc2)c1C returned F508del corr 4.2, PglD inh 0, C2C12 statin -3, FN deposit inh 7, GSIS activator -9 and Cneo AK release 0.
Screening O=C(CN1CCN(C(=O)c2ccco2)CC1)Nc1ccccc1-c1ccccc1 returned PglD inh -3, FN deposit inh 4, PGC1a acetyl inh -1, miR122 inh -9 and Cneo AK release -2.
CCN1CCN(C(=O)c2cc3c(=O)n4ccccc4nc3s2)CC1 was read as F508del corr 1.5, PglD inh -5, C2C12 statin -1, FN deposit inh 5, PGC1a acetyl inh -5, GSIS activator 5, miR122 inh -1 and Cneo AK release 0.
Screening O=[N+]([O-])c1cc(Cl)cc(/C=N/n2cnnc2)c1O returned F508del corr 0.2, FN deposit inh 0, PGC1a acetyl inh 2 and GSIS activator -2.
CCOC(=O)C1(Cc2ccccc2C)CCCN(C(=O)CCC(=O)OC)C1 (stereo unspecified) was read as F508del corr -5.9, PglD inh 4, C2C12 statin 6, FN deposit inh -9, GSIS activator 1 and Cneo AK release -2.
`Cc1nc2ccc(N3C(=O)CCC3=O)cc2[nH]1` gave PglD inh 5, PGC1a acetyl inh -8, miR122 inh -6 and Cneo AK release -2.
`O=C(CN(Cc1ccco1)S(=O)(=O)c1ccccc1)N/N=C/c1cccc(O)c1` gave PglD inh 1, C2C12 statin 12, PGC1a acetyl inh 9, miR122 inh -5 and Cneo AK release -2.
Screening Cc1ccnc(Nc2nc(-c3ccc(Cl)cc3)cs2)c1 returned F508del corr 8.0, PglD inh -2, C2C12 statin -7, FN deposit inh -4, GSIS activator 10, miR122 inh -7 and Cneo AK release 0.
`CCCCNC(=O)[C@@H]1CC=C[C@@H]2CCN(Cc3ccc(Cl)c(Cl)c3)C(=O)[C@@H]21` gave F508del corr 0.1, PglD inh 0, C2C12 statin 31, FN deposit inh -17, GSIS activator -16, miR122 inh -3 and Cneo AK release 1.
`O=C(O)c1cccc(S(=O)(=O)NCCC(c2ccccc2)c2ccccc2)c1` gave F508del corr 2.0, FN deposit inh -6, PGC1a acetyl inh 2 and GSIS activator -11.

Screening data (PubChem)
